OX1R antag-1: blocks the human orexin 1 receptor | O43613 | CHO/OX1R cells, Fluo-8 calcium fluorescence, orexin A | inhibition, % at 5 µM | 330,000 tested, 0.43% active | AID 434989;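 active means inhibition above its plate's threshold, mean inhibition of all tested compounds on the plate plus 3 SD, cut at about 37% in these data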;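 further: 0% = orexin A challenge wells and 100% = SB-334867-A antagonist wells; not every result past the cut was called active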
Target sequence (O43613 whole entry, looked up): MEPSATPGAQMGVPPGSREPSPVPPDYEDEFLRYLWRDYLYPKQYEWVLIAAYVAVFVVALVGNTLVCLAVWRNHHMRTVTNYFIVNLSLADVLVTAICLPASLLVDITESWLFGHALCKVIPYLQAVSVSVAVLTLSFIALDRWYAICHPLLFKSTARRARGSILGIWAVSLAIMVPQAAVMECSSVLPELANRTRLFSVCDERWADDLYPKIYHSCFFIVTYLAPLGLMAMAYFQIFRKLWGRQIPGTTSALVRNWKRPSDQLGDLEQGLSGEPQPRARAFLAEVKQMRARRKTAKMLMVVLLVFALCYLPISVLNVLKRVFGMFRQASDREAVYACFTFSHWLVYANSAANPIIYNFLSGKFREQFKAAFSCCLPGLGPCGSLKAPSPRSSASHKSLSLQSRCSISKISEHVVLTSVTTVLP
OX1R antag-2: antagonists of human orexin 1 receptor (OX1R); 330,000 tested, 1.8% active; inhibition, % at 6.6 µM; OX1R-expressing cells, FRET antagonist read-out; O43613; AID 485270; in the data active means inhibition mostly above about 38%, no sharp cut-off; inactive means mostly below about 40%;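 further: 0% = agonist challenge alone and 100% = reference antagonist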
Starred values were filed as active, the others as inactive. Compounds as they come (roughly 2.1% active in at least one column).

SMILES | OX1R antag-1 | OX1R antag-2
O=C(O)CNC(=O)C(c1ccccc1)c1ccccc1 | 3 | 2
Cc1ccccc1Cn1ccc(NC(=O)c2cnn3c(C(F)(F)F)cc(-c4ccco4)nc23)n1 | -14 | 7
CCOC(=O)C1CCN(CCC(=O)Nc2ccc(C)c(C)c2)CC1 | -15 | 27
Cc1ccc(C)c(C(=O)CN2C(=O)NC3(CCCCCCC3)C2=O)c1 | -25 | 23
COc1cc(/C=N/NC(=O)CCC(=O)NC2CCCCC2)ccc1C | -15 | 10
Cc1nn2c(COc3ccc(NC(=O)c4ccccc4)cc3)nnc2c2ccccc12 | -40 | 15
CCOC(=O)NC(Nc1nnc(SCC)s1)(C(F)(F)F)C(F)(F)F | -2 | 15
Cc1ccc(N2C(=O)SC(N(CC(=O)O)c3cccc(C)c3)C2=O)cc1 (configuration not stated) | -7 | 13
CCN(CC)C(=O)C1CCCN(c2ccc([N+](=O)[O-])cc2/C=N/NC(=O)c2ccccc2)C1 (configuration not stated) | -11 | 21
COc1cc(/C=N/NC(=O)C(N)=O)cc(OC)c1O | -15 | 21
Nc1nnc(SCC(=O)NCc2ccc3c(c2)OCO3)s1 | -14 | 26
COC(=O)c1cccc(NC(=S)N2CCN(c3ccccc3F)CC2)c1 | -21 | 20
CCS(=O)(=O)N1CCN(c2ccc([N+](=O)[O-])c(NC(C)c3ccccc3)c2)CC1 (configuration not stated) | -33 | 7
O=C(OCc1nnc(-c2ccccc2)o1)c1ccccc1 | -7 | 25
Cc1ccc2nc(NC(=O)CC3Oc4ccccc4NC3=O)sc2c1 (configuration not stated) | -4 | 0
Cc1cc(Cl)ccc1NC(=S)Nc1cccnc1 | -10 | 8
Brc1cccc(OCCn2ccnc2)c1 | -12 | 24
C/C(=N\NC(=O)CCc1ccc(S(=O)(=O)N2CCOCC2)cc1)c1ccccc1Cl | -19 | 14
c1ccc(N2CCN(c3ncnc4c3oc3ccccc34)CC2)cc1 | 26 | 90*
COCCN(Cc1ccco1)C(=O)C1CCCN(c2ncnc3c2nc2n3CCCCC2)C1 (configuration not stated) | -18 | 30
COc1ccccc1N1CCN(C(=O)/C=C/c2ccccc2)CC1 | -24 | 13
O=c1[nH]nc(CNc2ccc(C(F)(F)F)cc2)c2ccccc12 | -10 | 9
O=C(CSc1nnc(Cc2ccccc2)o1)N1CCc2ccccc21 | -27 | 17
CC1CCN(CCCCOc2ccc(F)cc2)CC1 | -11 | 6
CC(=O)NCCNC(=O)c1ccc(NC2=NC3CS(=O)(=O)CC3S2)cc1 (configuration not stated) | 2 | 9
COc1cccc(-n2c(Cc3cc(=O)[nH]c(=O)[nH]3)nnc2SCC(=O)N2CCCC2)c1 | -22 | 16
O=C(CSc1nnc(CNC(=O)c2cccs2)o1)NCCc1ccccc1 | -14 | 10
CCOc1ccc(N(CC(=O)NCc2ccccc2C)S(C)(=O)=O)cc1 | -6 | 10
COc1ccc([C@@H]2C[C@H]3CN(c4ccccc4)C(=O)[C@]34CCCN24)c(OC)c1OC | -31 | 3
CCOc1ccc(-n2c(SCC(=O)Nc3ccccc3C)n[nH]c2=O)cc1 | -27 | 12
O=C(NCCCN1CCCC1=O)c1cccc(NS(=O)(=O)c2ccc(Br)cc2)c1 | -32 | 5
COc1ccc(OC)c(Cc2nnc(CCC(=O)NCc3ccsc3)o2)c1 | -22 | 35
CC12CCC(=O)N1C(C(=O)Nc1nc(-c3ccc(F)c(F)c3)cs1)CS2 (configuration not stated) | -15 | 21
O=C1CCc2cc(S(=O)(=O)NC3CCCCC3)ccc2N1 | -12 | 8
CCOP(=O)(OCC)C(Nc1cccc([N+](=O)[O-])c1)c1ccccc1 (configuration not stated) | -28 | 10
CC1(c2cccc(Br)c2)NC(=O)N(CC(=O)Nc2ccc(S(N)(=O)=O)cc2)C1=O (configuration not stated) | 2 | 2
O=C(Nc1ccc(Cl)cc1)c1cnc(-c2ccccc2)nc1-c1ccccc1 | -28 | 12
COc1cccc(C(C)N(C)Cc2nc(-c3ccoc3)oc2C)c1 (configuration not stated) | -38 | 12
Cc1cc(C)n(-c2ccc(C(=O)NCC(c3ccco3)N3CCCC3)cc2)n1 (configuration not stated) | -19 | -1
CCOc1ccc(N(CC(=O)NCc2ccco2)C(=O)CCC(=O)Nc2nccs2)cc1 | -9 | 7
O=c1ccc(-c2ccc(S(=O)(=O)NCC3CCN(Cc4ccccc4F)CC3)s2)n[nH]1 | -13 | 13
O=c1[nH]c(=O)n(Cc2ccccc2)c2nc(-c3ccc(C(F)(F)F)cc3)n(CCO)c12 | -26 | 22
Cc1cccc(CNC(=O)CCc2nnc(C3CCCCC3)o2)c1 | -21 | 9
CC(O)c1nc2ccccc2n1C1CCCCC1 (configuration not stated) | -7 | -2
Cc1ccccc1CSc1nc2c(c(=O)[nH]1)CCCC2 | -26 | 10
CCOC(=O)c1cc(C)sc1NC(=O)C1CCC1 | -16 | 5
Cc1nn(CC(=O)NCCc2ccco2)c(=O)c2nn(-c3ccccc3)c(C)c12 | -17 | 1
COc1ccc2c(c1)c(C(C)=O)c(C)n2CCc1ccccc1 | -9 | 20
COc1ccc(-c2cc(C(=O)Nc3c(C)n(C)n(-c4ccccc4)c3=O)no2)cc1OC | -6 | 11
Clc1ccc(-c2ccccc2)nn1 | -7 | 2

Further results
SMILES | OX1R antag-1 | OX1R antag-2
CC(=O)C[C@H](O)CC(=O)[C@H]1OC(=O)[C@H](C)CCCCc2ccccc21 | -11 | 8
O=C(COC(=O)COc1cccc(Br)c1)Nc1c(Cl)cccc1Cl | -9 | 13
COC(=O)C1CCN(C(=O)CSc2nnc(-c3ccccc3)o2)CC1 | -19 | 9
Nn1c(SCC(=O)Nc2ccc3c(c2)OCCO3)nnc1-c1cccnc1 | 2 | 29
CCCC(=O)N1CC(=O)Nc2ccc(F)cc2C1c1ccccc1 (configuration not stated) | -26 | 3
COc1cccc(NC(=O)C2C3C=CC(O3)C2C(=O)NCc2cccnc2)c1 (configuration not stated) | -6 | 13
CCOc1ccc(N(CC(=O)NCCc2ccccc2)S(=O)(=O)c2ccccc2)cc1 | -22 | 7
CC(C)(C)NC(=O)CC(c1ccccc1)c1ccccc1O (configuration not stated) | -10 | 3
COc1ccc(OC)c(NC(=O)c2ccc(S(=O)(=O)N3CCOCC3)cc2)c1 | -19 | 13
COc1cc(/C=C/C(=O)OCC(=O)NC(=O)NC(C)C)cc(S(=O)(=O)N2CCc3ccccc32)c1OC | -10 | -5

One compound at a time, as listed above. Order of values: OX1R antag-1, OX1R antag-2
COC(=O)C1CCN(C(=O)CSc2nnc(-c3ccccc3)o2)CC1 is entered as -19, 9
Nn1c(SCC(=O)Nc2ccc3c(c2)OCCO3)nnc1-c1cccnc1 is entered as 2, 29

Following part
SMILES | OX1R antag-1 | OX1R antag-2
CCOc1ccc(S(=O)(=O)NC2=NCCCCC2)cc1 | -12 | 1
Cc1ccc2c(c1)cc1c(=O)n(CC(=O)NCCN3CCCC3)nc(C)n12 | 9 | 3
COCc1cc(C)n(CC(=O)Nc2ccc(N3CCOCC3)cc2)c(=O)c1C#N | 6 | 23
CCOC(=O)CCCC(=O)N1CCOCCOCCN(C(=O)CCCC(=O)OCC)CCOCCOCC1 | -14 | 3
CCOC(=O)NC1(C(F)(F)F)NC(=O)N(Cc2ccco2)C1=O (configuration not stated) | -10 | 4
Cc1cccc(OCCCC(=O)NCC(=O)Nc2cccc(C)c2C)c1 | -18 | 28
COc1ccc(NC2CCCN(C(=O)CCn3cccn3)C2)cc1 (configuration not stated) | -20 | -11
Cc1cc(S(=O)(=O)N2CCOCC2)ccc1OCC(=O)Nc1ccccc1F | -1 | 23
CS(=O)(=O)N1CCN(C(=O)c2c(F)cccc2F)CC1 | 0 | 8
CCOc1ccc(Nc2n[nH]c(=S)s2)cc1 | 13 | 17
COc1ccc(N(CC(=O)NC2CCCCC2)S(=O)(=O)c2cccs2)cc1 | -34 | 0
CCn1nnc(-c2ccccc2NC(=O)c2cc(OC)cc(OC)c2)n1 | -26 | 11
CCOc1ccc(NC(=O)c2[nH]c(C)c(C(C)=O)c2C)cc1 | -33 | 19
Cc1cc(OCCCCN2C(=O)NC(C)(C)C2=O)ccc1[N+](=O)[O-] | -7 | 8
COc1ccc(C(=O)/C=C/c2ccccc2)c(O)c1 | -29 | 14
CCCCS(=O)(=O)N1CCC(C(=O)Oc2ccc(Cl)cc2)CC1 | -5 | -6
CC1Oc2ccccc2OC1C(=O)Nc1ccccn1 (configuration not stated) | -21 | 29
Cc1nnc2n(Cc3ccccc3)c(=O)c3c4c(sc3n12)COC(C)(C)C4 | -22 | 29
CC(=O)c1cccc(N(CC(=O)Nc2ccc(F)cc2)S(C)(=O)=O)c1 | -17 | 7
CNc1ccc(Br)cc(C(=O)/C=C/c2cccc(OC)c2)c1=O | -5 | 4

Already shown: entries from further up.
SMILES | OX1R antag-1 | OX1R antag-2
O=C(O)CNC(=O)C(c1ccccc1)c1ccccc1 | 3 | 2
Cc1ccccc1Cn1ccc(NC(=O)c2cnn3c(C(F)(F)F)cc(-c4ccco4)nc23)n1 | -14 | 7
CCOC(=O)C1CCN(CCC(=O)Nc2ccc(C)c(C)c2)CC1 | -15 | 27
Cc1ccc(C)c(C(=O)CN2C(=O)NC3(CCCCCCC3)C2=O)c1 | -25 | 23
COc1cc(/C=N/NC(=O)CCC(=O)NC2CCCCC2)ccc1C | -15 | 10
Cc1nn2c(COc3ccc(NC(=O)c4ccccc4)cc3)nnc2c2ccccc12 | -40 | 15
CCOC(=O)NC(Nc1nnc(SCC)s1)(C(F)(F)F)C(F)(F)F | -2 | 15
Cc1ccc(N2C(=O)SC(N(CC(=O)O)c3cccc(C)c3)C2=O)cc1 (configuration not stated) | -7 | 13
CCN(CC)C(=O)C1CCCN(c2ccc([N+](=O)[O-])cc2/C=N/NC(=O)c2ccccc2)C1 (configuration not stated) | -11 | 21
COc1cc(/C=N/NC(=O)C(N)=O)cc(OC)c1O | -15 | 21
Nc1nnc(SCC(=O)NCc2ccc3c(c2)OCO3)s1 | -14 | 26
COC(=O)c1cccc(NC(=S)N2CCN(c3ccccc3F)CC2)c1 | -21 | 20
CCS(=O)(=O)N1CCN(c2ccc([N+](=O)[O-])c(NC(C)c3ccccc3)c2)CC1 (configuration not stated) | -33 | 7
O=C(OCc1nnc(-c2ccccc2)o1)c1ccccc1 | -7 | 25
Cc1ccc2nc(NC(=O)CC3Oc4ccccc4NC3=O)sc2c1 (configuration not stated) | -4 | 0
Cc1cc(Cl)ccc1NC(=S)Nc1cccnc1 | -10 | 8
Brc1cccc(OCCn2ccnc2)c1 | -12 | 24
C/C(=N\NC(=O)CCc1ccc(S(=O)(=O)N2CCOCC2)cc1)c1ccccc1Cl | -19 | 14
c1ccc(N2CCN(c3ncnc4c3oc3ccccc34)CC2)cc1 | 26 | 90*
COCCN(Cc1ccco1)C(=O)C1CCCN(c2ncnc3c2nc2n3CCCCC2)C1 (configuration not stated) | -18 | 30
COc1ccccc1N1CCN(C(=O)/C=C/c2ccccc2)CC1 | -24 | 13
O=c1[nH]nc(CNc2ccc(C(F)(F)F)cc2)c2ccccc12 | -10 | 9
O=C(CSc1nnc(Cc2ccccc2)o1)N1CCc2ccccc21 | -27 | 17
CC1CCN(CCCCOc2ccc(F)cc2)CC1 | -11 | 6

Later entries.
SMILES | OX1R antag-1 | OX1R antag-2
CCOC(=O)Cn1c(=O)c2c(nc3n2CCCN3Cc2ccccc2)n(C)c1=O | -2 | 5
CCn1ccnc1CN(C)C(=O)CCc1nnc(CCCc2ccccc2)o1 | 2 | -1
O=C(NC1CCCCC1)C(c1ccco1)N(C(=O)c1csnn1)c1cccc(Cl)c1 (configuration not stated) | -14 | 28
COCC(C)n1c(C)cc(C(=O)CSc2cc(C)c3ccccc3n2)c1C (configuration not stated) | -18 | 19
N=c1c2c(ncn1Cc1ccco1)Oc1ccc3ccccc3c1C2c1ccccc1 (configuration not stated) | -31 | 24
COc1ccc(/C=C/c2nc(S(=O)(=O)c3ccccc3)c(N(C)C)o2)cc1OC | -16 | 16
N/C(=N\N=C\c1ccnc2ccccc12)SC1CC(=O)N(c2ccc(Br)cc2)C1=O (configuration not stated) | -11 | 14
N#CC1=C(SCc2ccccc2)NC(=O)CC1c1ccco1 (configuration not stated) | -8 | 2
COC(=O)c1ccc(CNC(=O)CCNC(=O)c2ccco2)cc1 | -12 | 4
Cc1ccc2c(C)c(C(=O)NCCc3ccco3)oc2c1C | -19 | 23
CCOC(=O)C1=C(C)NC(C)=C(C(=O)OCC)C1C(=O)OCC(=O)N1CC(C)OC(C)C1 (configuration not stated) | -21 | 12
COc1ccc(CNC(=O)[C@H](Cc2ccccc2)NC(=O)C2CCN(C(=O)[C@H](C)N)CC2)cc1 | -12 | 13
CCOC(=O)C1(C)C=C(Nc2ccc(NC(C)=O)cc2)C(=O)N1c1ccc(NC(C)=O)cc1 (configuration not stated) | -37 | 4
CCOc1cc(C(=O)NCC2CCCO2)cc(OCC)c1OCC (configuration not stated) | -17 | 5
O=C(N=C1c2ccccc2CN1c1ccc(F)cc1)c1ccc(Cl)nc1 | -22 | 5
COC(=O)C1=C(C)N(Cc2ccccc2)C(=NCc2cccc(C(F)(F)F)c2)N[C@H]1c1cccc(F)c1 | 2 | 35
COc1ccc(C2C=C(c3ccccc3)Nc3ncnn32)cc1 (configuration not stated) | -9 | 42
Cc1ccc(NC(=O)CNS(=O)(=O)c2cccs2)cc1F | -5 | 11
Cc1ccc(S(=O)(=O)NCCOC(=O)Nc2sc(=S)n(C)c2C)cc1 | -20 | 38
Cc1ccc(C2=[N+]([O-])C3(CCCCC/C3=N\NC(N)=O)N(O)C2(C)C)o1 (configuration not stated) | -2 | 14
COc1ccccc1C1NC(=O)NC(C)=C1C(=O)Nc1cccc(C)c1C (configuration not stated) | -17 | 9
C/C(=N/NC(=O)CNC(=O)Cc1ccccc1)c1ccc(Cl)cc1 | -15 | 5
O=[N+]([O-])c1ccc(OCCCCN2CCc3ccccc3C2)cc1 | -12 | 11
COc1ccc(NC(=O)C2CCCN(S(=O)(=O)c3cccnc3)C2)cc1 (configuration not stated) | -23 | 14
NC(=O)c1cc([N+](=O)[O-])c(Cl)cc1NCc1ccccn1 | 2 | 18
